Screening results as filed in PubChem BioAssay.
Cneo AK release – causes C. neoformans cell lysis. AID 651654. lysis activity, % at 15 µM. adenylate kinase release luminescence, 4 h; normalised: neutral wells 0, clomiphene wells 100. 360,000 compounds, 0.2% hits;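 active = mean lysis activity across replicates of at least 80%, whatever share of replicates individually reach that level; inactive = mean lysis activity below 80%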
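Schedule: static 4 h at 37 °C with compound, 1 h detection; system: C. neoformans cells; benchmarks: Clomiphene as positive control; buffer or medium: fresh YPD medium; measure: luminescence rise reflecting yeast cell lysis; measured by: luminescent adenylate kinase detection reagent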
miR-122 sensor – blocks miR-122 activity in Huh7 sensor cells. activation (reporter increase), % at 12.5 µM. Huh7 miR-122 Renilla luciferase sensor, 48 h; neutral wells = 0, positive control = 100. 340,000 compounds, 0.3% hits;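 active = mean replicate activation score at least 90 and every replicate individually at or above 90; inconclusive = only one of the two criteria met; inactive = neither criterion met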;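 also: higher luciferase means less miR-122 activity so hits act as miR-122 inhibitors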
Statin myotox sup – protects C2C12 myotubes from simvastatin toxicity; ATP luminescence, 48 h; scaled: DMSO 0, geranylgeraniol control 100; rescue of ATP level, % at 7.49 µM; 330,000 compounds, 0.78% hits; AID 602340;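 active = mean ATP rescue above about 67%, or every replicate alone reaching that limit, limit read from the data, passing the limit was not always enough; inconclusive = no clear call, values can overlap the other calls; inactive = mean under the limit and some replicate under it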;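 also: myotubes were challenged with 10 µM simvastatin during compound exposure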
FN deposit inh – fibronectin deposition inhibition. AID 743247. AH1F fibroblasts, Alexa488-fibronectin deposition fluorescence, overnight. 350,000 compounds, 0.086% hits. inhibition, % at 12.6 µM;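 active = mean inhibition across replicates of 30% or more, regardless of how many single replicates reach that level; inconclusive = mean under 30% yet at least half of replicates reach 30%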;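 also: positive control wells lacked labelled fibronectin entirely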
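Assay system: AH1F fibroblasts assembling fluorescent fibronectin matrix; Amount: 10000 AH1F cells per well; Buffer or medium: DMEM, 2% serum; Probe or stimulus: Alexa488-fibronectin, 24 nM final in well; Doses: single compound dose, delivered by pin transfer; Incubation: 1 h adhesion, overnight exposure; Measured by: fluorescence 485/525 nm; Read-out: fibronectin deposition inhibition.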
PGC1a acetyl inh – modulators of PGC1a acetylation; U2OS PGC1a acetylation, AlphaScreen anti-acetyl-lysine; with virally co-expressed GCN5 acetyltransferase; inhibition, % at 15.6 µM; 350,000 compounds, 0.17% hits; AID 651687;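 active = every replicate shows inhibition of at least 40%; inconclusive = mean inhibition at least 40% but some replicate below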;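 also: 0% = neutral control wells and 100% = positive control wells; some results beyond the cut were filed as inactive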
PglD DTNB – inhibitors of Campylobacter jejuni PglD acetyltransferase; purified PglD enzyme, DTNB colorimetric CoA detection; 360,000 compounds, 0.098% hits; inhibition, % at 12.5 µM; in the data active = inhibition above about 16%, passing the limit was not always enough; inconclusive = no clear call, values can overlap the other calls; also: strong numbers were not always called active
GSIS activator – primary screen for activators of insulin secretion dependent on glucose, INS-1E cells, GLuc reporter luminescence; INS-1E GLuc reporter insulin secretion, 2-3 h; activation, % at 16.6 µM; 370,000 compounds, 0.61% hits; AID 743287;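 active = lowest replicate activation of at least 40%, so every replicate reaches that level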;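 also: 0% = median of neutral control wells and 100% = median of IBMX positive control wells; some compounds called inactive have numbers as strong as hits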
F508del corr – CFTR F508del correction in bronchial cells. activity (quench increase), % at 7.58 µM. AID 720511. CFBE cells, YFP halide quenching; stimulated with forskolin plus potentiator P3; % fluorescence drop versus neutral controls. 350,000 compounds, 0.36% hits;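 active = mean added fluorescence quench of at least 8% versus neutral control, with both replicates also reaching 8%; inconclusive = only one of the mean or replicate conditions met; inactive = mean below 8% and not both replicates reaching 8%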;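 also: cells transiently co-express mutant CFTR-F508del with the halide-sensitive YFP; corrector assay measuring rescue of mutant channel to the surface after 24 h compound exposure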
Numbers without * were called inactive; ? = inconclusive; · = no result given; & = joins results of further samples; [ ] = dose if it differs, or a comment. No enrichment for hits. Share with any hit: about 2.1%.

SMILES | Cneo AK release | miR-122 sensor | Statin myotox sup | FN deposit inh | PGC1a acetyl inh | PglD DTNB | GSIS activator | F508del corr
CCCC#Cc1ccc([C@H]2[C@@H](CO)N3C(=O)CN(C(=O)Nc4cccc(F)c4)C[C@@H]23)cc1 | · | · | · | -36 | 9 | · | -19 | 2.5
CCCc1ccc(S(=O)(=O)N/N=C(/C)c2ccc3c(c2)OCO3)cc1 | -1 | 0 | 8 | · | -14 | 1 | 13 | -0.3
O=Cc1c(Cl)cccc1Cl | 1 | -2 | 3 | · | -4 | 0 | -1 | 3.2
CCCn1c(SCC(=O)N2CCCC(C)C2)nnc1-c1cccnc1 (stereo not given) | · | · | · | 2 | 5 | · | -8 | -0.8
CC(C)NC(=O)N(C)C[C@H]1Oc2ccc(NC(=O)Cc3cn(C)c4ccccc34)cc2C(=O)N([C@@H](C)CO)C[C@@H]1C | 46 | 37[16.7 µM] | -13 | · | -5 | 9 | -2 | -1.0
N#C[C@H]1[C@H](c2ccc(-c3cccc(F)c3)cc2)[C@@H](CO)N1C(=O)c1cccnc1 | 2 | · | 17 | 5 | 2 | -2 | 3 | -3.9
C[C@H]1CN([C@@H](C)CO)C(=O)Cc2cc(NC(=O)CCCCCC(=O)Nc3ccccc3N)ccc2O[C@@H]1CN(C)Cc1ccc(C(F)(F)F)cc1 | 1 | -22[16.7 µM] | ? | -8 | 1 | -2 | 4 | 1.1
O=c1cnn(Cc2ccc(Cl)c(Cl)c2)c2ccccc12 | -2 | -3 | 30 | 3 | -1 | -3 | -2 | 1.1
Cc1noc(C)c1NC(=O)Nc1ccc2c(c1)C(=O)N([C@@H](C)CO)C[C@H](C)[C@H](CN(C)C(=O)NC1CCCCC1)OCCCC[C@H](C)O2 | -2 | 2[16.7 µM] | · | · | 6 | 4 | -2 | 1.0
Cc1cccc(NCN2C(=O)c3ccccc3C2=O)c1 | 1 | 1 | 0 | · | · | -5 | · | ·
CC1CCc2nn(CC(=O)NCCCN3CCCC3=O)cc2C1 (stereo not given) | 0 | -7 | 8 | 4 | 3 | 1 | -4 | -0.3
COc1cccc(-c2csc(N3CCN(C(=S)Nc4ccccc4C)CC3)n2)c1 | -2 | -7 | 3 | -3 | -14 | 4 | -4 | -1.6
Cc1csc(NC(=O)CSc2nnc(Cc3cccn3C)n2CCc2ccccc2)n1 | 0 | 2 | 0 | -5 | · | -2 | 3 | 1.8
c1ccc(-c2nc(SCc3nc4ccccc4[nH]3)c3oc4ccccc4c3n2)cc1 | 1 | 3 | 5 | 1 | -13 | -1 | 11 | 6.0
COc1ccc(CNC(=O)C[C@H]2CC[C@H](NC(=O)Nc3ccc4c(c3)OCO4)[C@H](CO)O2)cc1 | 2 | · | 12 | 2 | 6 | 2 | 1 | 0.1
Cc1ccc(S(=O)(=O)Nc2ccc3c(c2)C(=O)N([C@@H](C)CO)C[C@@H](C)[C@@H](CN(C)Cc2ccc4c(c2)OCO4)O3)cc1 | 2 | 10[16.7 µM] | 41 | · | -12 | 5 | -11 | 4.4
CCC(=O)N1[C@@H]2c3ccc(-c4ccccc4)c(=O)n3C[C@H]1[C@H](CO)[C@H]2C(=O)N1CCCCC1 | 2 | -2[16.7 µM] | -4 | · | · | -2 | -18 | -2.3
COc1cc(-c2noc(C3CCCN(C(=O)c4c(F)cccc4F)C3)n2)cc(OC)c1OC (stereo not given) | 17 | -2 | 1 | 1 | -2 | 3 | -21 | -1.2
COc1cccc(CNC(=O)Cn2ccc([N+](=O)[O-])n2)c1 | 0 | -1 | -3 | 1 | 6 | 3 | -1 | -2.3
Cc1noc(C)c1S(=O)(=O)Nc1ccc2c(c1)CC(=O)N([C@H](C)CO)C[C@@H](C)[C@@H](CN(C)S(=O)(=O)c1c(C)noc1C)O2 | 73 | 0[16.7 µM] | -3 | · | 0 | 5 | -8 | -1.5
COc1ccc(CN(C)C(=S)Nc2ccc(Cl)cc2Cl)cc1 | · | · | · | -13 | 4 | · | -7 | -1.9
CC(CCc1ccccc1)NC(=O)COC(=O)c1ccc([N+](=O)[O-])cc1 (stereo not given) | -1 | 2 | -2 | 1 | -10 | -6 | -3 | -2.4
CCCc1cc(=O)oc2c(C)c(OC3CCCCC3=O)ccc12 (stereo not given) | 2 | 0 | -16 | 2 | · | -2 | 6 | -0.8
Cc1ccc(-n2nnc3c(=O)n(CC(=O)N4CCC(C)CC4)cnc32)cc1 | 0 | · | 8 | · | -4 | 0 | · | 0.2

Structural class, the compounds so far containing an aryl thioether with sulfur outside any ring.
SMILES | Cneo AK release | miR-122 sensor | Statin myotox sup | FN deposit inh | PGC1a acetyl inh | PglD DTNB | GSIS activator | F508del corr
CCCn1c(SCC(=O)N2CCCC(C)C2)nnc1-c1cccnc1 (stereo not given) | · | · | · | 2 | 5 | · | -8 | -0.8
Cc1csc(NC(=O)CSc2nnc(Cc3cccn3C)n2CCc2ccccc2)n1 | 0 | 2 | 0 | -5 | · | -2 | 3 | 1.8
c1ccc(-c2nc(SCc3nc4ccccc4[nH]3)c3oc4ccccc4c3n2)cc1 | 1 | 3 | 5 | 1 | -13 | -1 | 11 | 6.0

New compounds follow.
SMILES | Cneo AK release | miR-122 sensor | Statin myotox sup | FN deposit inh | PGC1a acetyl inh | PglD DTNB | GSIS activator | F508del corr
COc1c(N2C[C@@H]3CCCN[C@@H]3C2)c(F)cc2c(=O)c(C(=O)O)cn(C3CC3)c12 | -2 | -1 | 5 | -12 | 7 | 0 | -19 | -2.9
Cc1ccc(OCC(=O)Nc2cccc3ccccc23)c([N+](=O)[O-])n1 | 0 | 0 | 1 | -5 | -5 | -2 | 5 | 4.5
CC=Cc1ccc2n(c1=O)C[C@@H]1[C@@H](CO)[C@H](C(=O)NC3CCCC3)[C@H]2N1Cc1ccncc1 (mixture of isomers) | -1 | -1[16.7 µM] | 1 | · | · | 2 | 10 | -2.9
Cc1ccc(C(=O)Nc2ccc(S(=O)(=O)N3CCOCC3)cc2)cc1 | 0 | -4 | -4 | -1 | -9 | 5 | 1 | -1.6
Cc1ccc2c(c1)/C(=N/OS(=O)(=O)c1ccccc1)CCS2 | 2 | 0 | · | 8 | · | 3 | · | ·
Cc1cccc(N/N=C2/COC(C)(C)CC2=O)c1 | 2 | -12 | 9 | · | 3 | -2 | 1 | 0.3
COc1ccc(Nc2oc(COc3cccc(C)c3)nc2C#N)cc1 | -3 | -9 | 49 | 2 | -10 | -2 | · | ·
COc1ccc(NC2=C(c3ccc(OC)cc3)C(=O)c3ccccc32)cc1 | 1 | 7 | · | -1 | · | -5 | · | ·
Cc1cc(C)c(C(=O)N2CCCC(N3CCN(c4ccc(F)cc4)CC3)C2)o1 (stereo not given) | 2 | 0 | 14 | -2 | · | 2 | -4 | 0.0
CN(CCOC(=O)/C=C/c1ccccc1)C(C)(C)C | -3 | 3 | · | -1 | -1 | 3 | · | 1.0
Cc1ccccc1OCC(=O)OCC(=O)Nc1ccc(S(N)(=O)=O)cc1 | -2 | -1 | -10 | 2 | -5 | -3 | 0 | 0.5
COc1ccccc1C(=O)Nc1ccc2c(c1)OC[C@@H](C)N(CC1CC1)C[C@@H](C)[C@@H](OC)CN(C)C2=O | · | 19[16.7 µM] | -31 | 3 | -5 | · | 0 | 1.0
O=C(Nc1cc(S(=O)(=O)N2CCCCC2)ccc1O)c1ccccc1NS(=O)(=O)c1ccc(F)cc1 | 3 | -3&9 | · | -4&-6 | -10&-1 | 11 | -51 | 3.0
O=C(CCN1C(=O)c2cccc3cccc(c23)C1=O)NC1CCS(=O)(=O)C1 (stereo not given) | · | · | · | -20 | -3 | · | 24 | 2.3
O=C(COC(=O)C1CC2C=CC1C2)Nc1c(Br)cc([N+](=O)[O-])cc1Br (stereo not given) | 0 | -5 | 6 | 1 | 9 | -4 | -27 | -0.9
COc1ccc(-c2cnn(-c3ccccc3)c2N)cc1OC | -4 | -3 | -1 | -18 | 15 | 5 | · | ·
CCS(=O)(=O)Nc1cccc(C2=NN(S(=O)(=O)CC)C(c3cccs3)C2)c1 (stereo not given) | 1 | · | 7 | 7 | · | -1 | 38 | -3.2
O=C(Nc1nccs1)C1C2CC3OC(=O)C1C3C2 (stereo not given) | 0 | -1 | · | · | 6 | 2 | · | ·
COC(=O)c1ccccc1NC(=O)CN1CCC(C(=O)c2ccc3c(c2)OCCO3)CC1 | · | 3 | 9 | · | -7 | · | 9 | 2.1
CNC(=O)C(C)c1ncc(C(F)(F)F)cc1Cl (stereo not given) | · | · | · | 6 | -2 | · | 5 | -1.5
COc1cc(OC)c(CNC2CCCCCC2)cc1Br | · | · | · | 0 | -8 | · | -10 | 4.0
COc1cccc(NC(=O)CN(C)C(=O)c2cc(C)oc2C)c1 | 1 | -2 | 30 | 4 | 8 | -4 | -15 | 1.8
CCOC(=O)C1=CN(Cc2ccco2)S(=O)(=O)N(CC)C1c1ccc(F)c(Cl)c1 (stereo not given) | 0 | 14 | -10 | · | -7 | 3 | -16 | -2.0
O=C(NCc1nc2ccccc2[nH]1)C1=C[C@@H](c2csc3ccccc23)C[C@@H](OCc2ccc(CO)cc2)O1 | -4&5 | · | 10 | -2 | -13 | 3&-1 | -15 | 2.1&3.1
COCCNC(=O)C[C@@H]1CC[C@@H](NC(=O)NC2CCCC2)[C@H](CO)O1 | 5 | -2[16.7 µM] | -3 | -3 | 10 | 1 | 17 | -2.0
CN(C)C(=O)CSc1nnc(C23CC4CC(CC(C4)C2)C3)o1 | 2 | 2 | 15 | -1 | 2 | 2 | 8 | ·
C[C@@H]1CN([C@@H](C)CO)C(=O)c2cccc(NC(=O)Nc3ccc4c(c3)OCO4)c2O[C@H]1CN(C)Cc1ccc(C(F)(F)F)cc1 | 2 | 68[16.7 µM] | 9 | · | 0 | 5 | -1 | 0.2
COC1=CC(=Cc2c(N)n3nc(CC(=O)N4CCCCC4)sc3nc2=O)C=C(OC)C1=O | -2 | -8 | -1 | -5 | 11 | -2 | -15 | 7.5
OC(CNC1CCCCCC1)COc1cccc2ccccc12 (stereo not given) | 0 | 2 | 26 | 5 | -20 | -8 | -8 | -1.4
CCS(=O)(=O)c1ccc2oc(SCC(=O)NC34CC5CC(CC(C5)C3)C4)nc2c1 | 1 | -4 | 5 | 5 | 1 | 13 | · | ·
CCCNC(=O)c1onc(CS(=O)(=O)c2cc(C)cc(C)c2)c1C(=O)NCCC | -1 | 2 | -2 | -4 | 7 | -2 | 1 | 2.1
CCOc1ccc(C(=O)OCC(=O)Nc2ccc(SC(F)F)cc2)cc1OCC | -1 | -2 | · | 3 | · | 6 | 4 | ·
Cc1ccc(NC(=O)CNC(=O)C23CC4CC(CC(C4)C2)C3)nc1 | 4 | 4 | 1 | 11 | · | -2 | 6 | -2.3
CCN1CCN(C(c2cccs2)C(C)NC(=O)CC(C)C)CC1 (stereo not given) | 1 | 3 | -2 | 1 | 43 | 0 | 17 | ·
COc1ccc(S(=O)(=O)Nc2ccc(-n3cnnn3)cc2)cc1Br | 0 | 33 | 3 | -9 | · | -5 | 31 | -3.5
CC1(c2ccccc2)CC(C)(C)n2c(O)c(C3=NC(=S)NC3=O)c3cccc1c32 (stereo not given) | -4 | 4 | -7 | -9 | 3 | 1 | 5 | -2.1
